Source: PubChem (National Center for Advancing Translational Sciences (NCATS))
PI5P4Ka inh: inhibitors of human PI5P4K alpha; P48426; AID 652105; 330,000 tested, 1.2% active; PI5P4Kalpha enzyme, ADP-Glo luminescence, 60 min; hits give low values; max response, %; active = max response of -50% or lower; inconclusive = between -30% and -50%; inactive = -30% or higher; also: value at the top dose of about 77 µM; % is scaled to controls: 0 for no effect and ±100 for the full control effect
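ADP-Glo luminescence end-point read after a 60 min room-temperature kinase reaction of PI5P4Kalpha plus substrate, initiated with ATP at 5 microM final. Buffer: 0.038 M HEPES pH 7.4, EGTA, 0.1% CHAPS, 5% DMSO.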
EPAC1 antagonist: EPAC1 (human) antagonism; AID 720709; Potency, µM (highest dose often 115 µM), inactives show at the top dose activity change, negative = inhibition, actives largely listed as inhibitors; 360,000 tested, 0.14% active; EPAC1 GEF assay, Rap1b-BODIPY-GDP exchange fluorescence;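 also: potency is read from the fitted curve at half-maximal effect; plate controls were vehicle for no effect and positive control for full effect; nearly all actives have a fitted effect of over 50% in size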
PLK1 PBD block: PLK1 (human) polo-box domain binding inhibition; P53350; Plk1 PBD binding of FITC phosphopeptide, fluorescence polarization; Potency, µM, without a hit: max response, negative = inhibition, actives largely listed as inhibitors; 360,000 tested, 2.8% active; also: potency is read from the fitted curve at half-maximal effect; series mostly up to about 57 µM; % is scaled to controls: 0 for no effect and ±100 for the full control effect; nearly all actives have a fitted effect of over 65% in size
CCT chaperon mod: changes cytosolic chaperonin activity. activity change, % (test concentration not listed), hits read low. purified chaperonin ATPase assay, HTRF ADP detection, 30 min. 360,000 tested, 0.3% active; in the data active = activity change below about -30%; also: % is scaled to controls: 0 for no effect and ±100 for the full control effect
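ATPase activity: ADP formed was measured by HTRF Transcreener (665/615 nm ratio) after 30 min at 37 deg C with 10 uM ATP. Compounds screened at one 76 uM concentration against 40 or 20 nM TRiC in Tris pH 7.4/KCl/MgCl2/DTT buffer.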
IL-2 act: IL-2 activation; IL-2 activation reporter assay, cell-based qHTS; stimulated with anti-CD3/CD4/CD28 beads; in transgenic mouse T cells; activation, % (series mostly up to about 46 µM); 360,000 tested, 0.065% active; in the data active = activation above about 50%; inconclusive = mostly about 30% to 49%; also: 0% is about no effect
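Readout: EGFP and DsRed signals by fluorescent plate cytometry. Unstimulated transgenic mouse T cells received compound 60 min before antibody-bead stimulation, then incubated 18 h at 37 degrees C.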
EPAC2 agonist: activates human EPAC2 exchange factor | EPAC2 activation, biochemical qHTS; response scale: 100% = 6.5 mM cAMP response | 360,000 tested, 0.079% active | Potency, µM (top dose mostly 154 µM), for inactives: at the highest dose activation, hits mostly activators | Q8WZA2; also: potency is read from the fitted curve at half-maximal effect; nearly all actives have a fitted effect of over 50% in size
Target sequence (Q8WZA2 whole entry, looked up): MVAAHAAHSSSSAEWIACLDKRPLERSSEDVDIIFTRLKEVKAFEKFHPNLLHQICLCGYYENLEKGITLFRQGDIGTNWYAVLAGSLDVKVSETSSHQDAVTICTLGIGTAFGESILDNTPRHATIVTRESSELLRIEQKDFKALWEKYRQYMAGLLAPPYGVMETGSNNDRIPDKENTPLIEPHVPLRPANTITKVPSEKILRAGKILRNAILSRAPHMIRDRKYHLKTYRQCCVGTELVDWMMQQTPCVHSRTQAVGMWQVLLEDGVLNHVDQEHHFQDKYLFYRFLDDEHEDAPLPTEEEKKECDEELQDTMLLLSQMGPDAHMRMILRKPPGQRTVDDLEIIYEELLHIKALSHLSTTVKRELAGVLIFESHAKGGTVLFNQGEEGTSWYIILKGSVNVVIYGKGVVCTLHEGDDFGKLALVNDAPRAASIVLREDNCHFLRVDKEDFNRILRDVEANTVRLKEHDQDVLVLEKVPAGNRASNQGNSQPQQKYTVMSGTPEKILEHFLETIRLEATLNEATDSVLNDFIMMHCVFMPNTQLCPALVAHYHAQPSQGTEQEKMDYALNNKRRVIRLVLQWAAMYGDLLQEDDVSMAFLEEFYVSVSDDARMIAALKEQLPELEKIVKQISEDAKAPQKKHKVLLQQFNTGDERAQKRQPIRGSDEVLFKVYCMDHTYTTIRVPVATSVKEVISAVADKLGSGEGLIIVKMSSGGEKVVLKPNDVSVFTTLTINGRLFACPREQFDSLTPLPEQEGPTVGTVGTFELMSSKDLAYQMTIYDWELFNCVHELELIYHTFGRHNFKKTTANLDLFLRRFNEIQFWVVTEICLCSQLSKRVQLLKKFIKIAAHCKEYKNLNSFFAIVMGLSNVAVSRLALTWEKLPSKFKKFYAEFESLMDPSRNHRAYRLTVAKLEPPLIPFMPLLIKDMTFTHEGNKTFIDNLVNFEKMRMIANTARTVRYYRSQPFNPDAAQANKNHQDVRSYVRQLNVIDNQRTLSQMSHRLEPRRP
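Guanine nucleotide exchange by EPAC2 is measured as reduced fluorescence of BODIPY-GDP once it is released from 250 nM Rap1B. Plates are read kinetically for 30 min at room temperature; results are scaled to 6.5 mM cAMP.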
EPAC1 agonist: EPAC1 (human) agonism. EPAC1 agonist qHTS, biochemical assay; response scale: 100% = response to 6.5 mM cAMP. 360,000 tested, 0.073% active. Potency, µM (series often up to 154 µM), for the others: at the top dose activation, actives largely listed as activators; also: potency is read from the fitted curve at half-maximal effect; nearly all actives have a fitted effect of over 60% in size
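Nucleotide exchange assay: 100 nM EPAC1 with 250 nM Rap1B loaded with BODIPY-GDP and 50 uM GDP, room temperature. Fluorescence (480/540 nm) read every 5 min for 30 min; signal change normalized to 6.5 mM cAMP as full agonist.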
WRN helicase inh: WRN helicase (human) inhibition. Potency, µM (doses to about 114 µM), inactives show top-dose activity change, negative = inhibition, hits mostly inhibitors. 360,000 tested, 0.46% active. WRN helicase unwinding, fluorescent forked duplex, kinetic. Q14191; also: potency is read from the fitted curve at half-maximal effect; % is scaled to controls: 0 for no effect and ±100 for the full control effect; nearly all actives have a fitted effect of over 55% in size
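Kinetic red-fluorescence monitoring (525/598 nm) tracks WRN helicase activity after 100 nM fluorophore-quencher forked duplex and 2 mM ATP are added to 20 nM enzyme pretreated 15 min at room temperature with compound.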
Starred values were filed as active, the others as inactive; ? = inconclusive; . = not tested or not shown; [ ] = another dose, or the depositor's remark. Unless noted, calls follow the shape of the dose curve; as a rule, active = well fitted curve in the direction sought with a large enough effect; inconclusive = small, poorly fitted or top-dose-only effect, or another doubt; inactive = no such curve, though single readings can be large; an effect the other way counts as inactive or inconclusive. A portion of the library; count on the stated rates, not on these rows.

SMILES	PI5P4Ka inh	EPAC1 antagonist	PLK1 PBD block	CCT chaperon mod	IL-2 act	EPAC2 agonist	EPAC1 agonist	WRN helicase inh
Cn1c(SCC(=O)Nc2ccc3c(c2)OCCO3)nnc1C(F)(F)F	-1	11%	3%	-1.2	0.7	5%	-13%	4%
CCCS(=O)(=O)NC(=O)C1(C)CCN(C(=O)c2ccccc2F)C1 (configuration not stated)	2	10%	-7%	-0.3	0.1	10%	1%	1%
CC(=O)Nc1ccc(S(=O)(=O)N(C)CC(=O)Nc2nc3ccccc3[nH]2)cc1	2	2%	5%	3.3	3.0	0%	0%	5%
CN1CC=C2C(C#N)=C(N)C(C#N)(C#N)[C@H](c3ccoc3)[C@H]2C1	-11	18%	15µM*	-2.0	1.1	15%	27%	-31%
Cc1cccc(Cn2c(NC3CCCC3)nc3c2c(=O)[nH]c(=O)n3C)c1	0	-2%	-6%	0.5	-1.6	10%	0%	4%
O=C(NCc1ccc(Cl)c(Cl)c1)c1cc(C2CCCCN2C(=O)c2ccccc2)on1 (configuration not stated)	-10	-9%	-11%	-2.3	-0.6	15%	-15%	-3%
COc1cc(CNCc2cccs2)ccc1OCc1cccs1	.	-12%	3%	-6.4	-1.2	10%	9%	-11%
Nc1nnc(-c2cccc(Cl)c2Cl)c(N)n1	-2	-3%	7%	-1.6	-0.4	6%	-14%	-5%
S=c1ncc2[nH]c(=S)[nH]c2[nH]1	-84*	-14%	1.7µM*	-3.3	1.8	9%	-7%	?
Cc1ccc2c(c1)-c1cc(C)ccc1C2=O	19	8%	2%	1.0	0.1	5%	-6%	3%
CCOc1cc(Br)cc(/C=C2\SC(=Nc3ccccc3)NC2=O)c1O	-62*	11%	?	-0.3	4.9	0%	-7%	-9%
Cc1cc(C(=O)NNC(=O)CCC2CCCCC2)c(C)o1	4	-1%	2%	-2.2	-1.5	4%	-4%	2%
CCc1cc(CNC(=O)CC2C(=O)NCCN2Cc2ccccc2C(F)(F)F)on1 (configuration not stated)	-1	2%	-13%	-0.7	-1.9	-3%	-2%	-4%
COc1ccc(OC)c(-c2cc(-c3cccnc3)nc(N)c2C#N)c1	-4	-3%	-1%	-1.4	-2.3	4%	-1%	-10%
CN1CCN(C(=O)/C(=C\c2ccc3c(c2)OCO3)NC(=O)c2cccs2)CC1	-3	-4%	-9%	-2.0	0.3	6%	1%	4%[57.1 µM]
CCOC(=O)c1cc(NC(=O)SCC(=O)O)c(C)nc1C	3	2%	-3%	-0.3	-0.2	4%	-3%	-2%
Cc1ccc(-n2nnc(-c3nccn3C)n2)cc1	?	0%	0%	-0.4	-0.1	7%	-2%	1%
O=C(C[n+]1cc(-c2ccccc2)n2c1CCC2)OCc1ccccc1	-2	1%	1%	1.7	0.9	8%	0%	-17%
COc1ccc(NC(=O)CN2CCN(CC(=O)Nc3ccccc3Cl)CC2)c(OC)c1	.	6%	-7%	4.2	-2.4	-3%	0%	1%
O=C(c1ccccc1)N1CCN(C(=S)NCc2ccco2)CC1	4	11%	-11%	0.6	-2.6	1%	6%	-15%
COc1cccc(CN2C(=O)c3cccc(N)c3C2=O)c1	1	?	-17%	-4.5	-1.8	25%	7%	-16%
O=S(=O)(c1ccc(NC(=S)N2CCN(c3ccc(O)cc3)CC2)cc1)N1CCOCC1	-3	-14%	-14%	2.4	1.9	-3%	2%	-18%
CCCCCn1c(SCC2CCCO2)nc2cc(C(=O)N3CCC(C(N)=O)CC3)ccc2c1=O (configuration not stated)	.	-4%	-14%	0.2	-0.3	-7%	3%	-4%
CCCNC(=O)c1cc2c(c(-c3cccc(-c4ccc(C#N)cc4)c3)n1)[C@@H](CCO)N(C(=O)CC)C2	0	-13%	-12%	-4.2	-0.4	13%	-13%	0%
CSc1ccccc1C(=O)C1CCCN(C(=O)CCc2cccnc2)C1 (configuration not stated)	-5	10%	-25%	0.2	-2.5	3%	-5%	5%
SMILES	PI5P4Ka inh	EPAC1 antagonist	PLK1 PBD block	CCT chaperon mod	IL-2 act	EPAC2 agonist	EPAC1 agonist	WRN helicase inh
CN1CCN(c2ccc(S(=O)(=O)N3CCOCC3)cc2NC(=O)CSCc2ccccc2)CC1	3	-7%	-10%	-3.5	0.6	6%	12%	3%
COCCNC(=S)N(C)C1(c2ccccc2Cl)CCCCC1=O (configuration not stated)	-1	-12%	-11%	1.6	-0.2	4%	7%	-4%
CCc1nn(CCCC(=O)NC(C)c2ccccc2)c(=O)c2cc3occc3n12 (configuration not stated)	0	7%	-9%	1.4	-1.2	5%	20%	-2%
COc1cc(CNCc2cccnc2)ccc1OCC(=O)NC(C)(C)C	-7	-4%	-14%	-7.2	-0.7	16%	2%	4%
CC(C)c1ccc(S(=O)(=O)N2CCN(C(=O)CCNC(=O)Nc3ccccc3)CC2)cc1	5	2%	-5%	-2.2	0.9	7%	-11%	-2%
COc1ccccc1NC(=O)CSc1nnc(-c2ccco2)n1Cc1ccco1	.	10%	-4%	-2.5	-2.6	1%	-2%	-5%
CCOC(=O)c1cn(CC)c2cc(N3CCN(C)CC3)c(F)cc2c1=O	-3	8%	2%	1.8	0.6	5%	4%	1%
Cc1oc2ccc(NS(=O)(=O)c3cccc4cccnc34)cc2c1C(=O)OC(C)C	5	-17%	-2%	-4.1	-0.2	5%	14%	-9%
N#Cc1cn(Cc2cccc(Cl)c2)c2ccccc12	2	-19%	2%	0.2	-5.3	11%	17%	-14%
COc1cc(NC(=S)NC(=O)CCc2ccccc2)cc(OC)c1	4	-21%	-9%	-0.6	-4.5	23%	11%	?
COc1ccccc1NC(=O)C1=C(C)NC(=O)NC1c1ccc(C)s1 (configuration not stated)	-18	11%	-5%	0.2	-3.8	-2%	-1%	3%
CCCS(=O)(=O)NC(=O)C1(C)CCN(C(=O)c2nc(C)oc2C)C1 (configuration not stated)	-2	-10%	5%	0.3	0.2	-2%	6%	13%
O=C1CC(NC2CCN(C(=O)c3cccc(F)c3)CC2)C(=O)N1 (configuration not stated)	2	-20%	0%	0.1	0.9	1%	4%	-1%
O=c1c(N2CCOCC2)nsnc1N1CCOCC1	-5	8%	?	-5.3	0.1	6%	4%	-4%
CCOc1ccc(S(=O)(=O)NCc2ccc3c(c2)OCO3)cc1C	2	11%	-1%	-2.0	-0.2	3%	-5%	-3%
C/C(=N\Nc1cc(C)nc(-c2ccccc2O)n1)c1ccccc1O	6	-10%	0%	-0.8	-3.3	7%	7%	-13%
COc1cc(/C=N/NC2=NS(=O)(=O)c3ccccc32)ccc1OC(C)=O	8	3%	3%	-2.9	-6.7	-2%	-4%	5%
N#CN=C(N)c1ccccc1	.	5%	0%	1.1	0.2	5%	-2%	0%
COC(=O)c1ccc(NC(=O)COC(=O)CSc2nc(C)cc(C)n2)cc1	.	0%	-8%	-0.2	-0.7	3%	-6%	-9%
COc1ccc(NC(=O)COC(=O)CCc2ccc(S(=O)(=O)N3CCOCC3)cc2)cc1OC	-5	-5%	-2%	-1.5	0.4	0%	-4%	2%
CN(C)c1ccc(NC(=O)COC(=O)CCC(=O)c2ccc(F)cc2)cc1	.	1%	1%	-0.6	-0.9	2%	1%	-2%
NC(=O)C1CCN(C(=O)c2ccc3c(=O)n(Cc4ccco4)c(SCc4ccc([N+](=O)[O-])cc4)nc3c2)CC1	0	-18%	-11%	-0.1	-0.7	4%	-1%	-13%
Cn1c(=O)oc2cc(S(=O)(=O)NCCN3CCCCCC3)ccc21	-4	-2%	-2%	-4.4	-1.3	-2%	4%	-8%
COc1ccc(OC(C)C(=O)NC2CCCCCCC2)cc1 (configuration not stated)	-4	-11%	-4%	0.2	0.4	-3%	4%	-16%
Clc1ccc(-c2nc3ccccc3n2OCc2ccccc2)cc1	13	1%	3%	-1.9	0.5	2%	-2%	3%
SMILES	PI5P4Ka inh	EPAC1 antagonist	PLK1 PBD block	CCT chaperon mod	IL-2 act	EPAC2 agonist	EPAC1 agonist	WRN helicase inh
CCC(CC)C(=O)Nc1cccc(C(=O)c2ccccc2)c1	.	4%	-8%	-6.7	-1.9	10%	14%	2%
COc1ccc(CCCc2nnc(SCC(=O)Nc3ncc(C)s3)o2)cc1	3	-24%	-4%	-3.9	-0.6	12%	4%	-6%
CCn1nccc1C(=O)Nc1ccc(S(=O)(=O)NC23CC4CC(CC(C4)C2)C3)cc1	8	?	0%	-3.1	-1.1	20%	7%	-19%
COC(=O)Nc1[nH]ncc1[N+](=O)[O-]	7	0%	-8%	2.2	-1.3	11%	-7%	-11%
COc1cc2c(cc1OC)C(C(=O)Nc1ccccc1N1CCN(C)CC1)C1c3ccccc3CCN1C2=O (configuration not stated)	-6	-5%	-5%	2.1	0.2	13%	-9%	-6%
Cc1cc(C)n(-c2nc(-c3ccc(Cl)c(Cl)c3)cs2)n1	34	-12%	4%	-2.1	-1.2	-8%	12%	-3%[57.1 µM]
COc1cc(OC)cc(C(=O)N2CCC(n3c(C)nc4cc(F)ccc43)CC2)c1	-3	2%	-2%	0.3	1.5	-7%	-6%	-7%
Cc1ccc2sc(N3CCN(C(=O)C4=COCCO4)CC3)nc2c1C	12	4%	-4%	-2.9	-6.3	1%	9%	-2%
CC(=O)Nc1ccc(NC(=O)C(C)OC(=O)C2(c3ccc(F)cc3)CCCC2)cc1 (configuration not stated)	3	-2%	-8%	0.0	-0.5	3%	-13%	-4%
Cc1cc(C)nc(-n2nc(C)cc2NC(=O)CN2CCCC2)n1	-1	-27%	0%	1.4	0.5	7%	-11%	-5%
CCN1C(=O)/C(=C\N2CCN(c3ccccc3)CC2)SC1=S	10	-15%	-6%	-5.8	-0.3	20%	4%	-8%
CC(C)(CO)CNC(=O)c1ccc(OC2CCN(C(=O)C3CC3)CC2)cc1	0	-2%	-12%	-3.5	-2.0	-4%	-7%	-1%
N#CC1=C(N)C(C#N)(C#N)[C@H](c2ccsc2)[C@H]2COCC=C12	.	-3%	-21%	0.6	0.9	23%	11%	-14%
COC(=O)CSc1ccc2nnc(-c3ccc(F)cc3)n2n1	.	1%	-19%	-1.3	6.6	4%	6%	193%[activator]
CC(=O)c1ccc(OCc2cn(CC(=O)c3ccc(O)cc3)nn2)cc1	-2	-7%	-8%	2.2	-0.8	9%	9%	-10%
OC(c1ccc(Cl)cc1)c1ncc(-c2ccc(Cl)cc2)[nH]1 (configuration not stated)	16	-18%	5%	0.4	0.8	7%	0%	1%

An excerpt from above with just PI5P4Ka inh and EPAC1 agonist:
mol	PI5P4Ka inh	EPAC1 agonist
CCC(CC)C(=O)Nc1cccc(C(=O)c2ccccc2)c1	.	14%
COc1ccc(CCCc2nnc(SCC(=O)Nc3ncc(C)s3)o2)cc1	3	4%
